P. falciparum M1AAP – P. falciparum M1AAP inhibitors, biochemical, fluorogenic H-Leu-NHMec substrate, 1536-well (AID 1445); inhibition, % at 30 µM, or IC50 in µM where a hit was titrated; 220,000 tested, 0.42% active; recombinant M1AAP, H-Leu-NHMec fluorogenic kinetic assay; higher % means a stronger effect;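 active means primary inhibition above the hit cutoff, then over 50% inhibition at one or more dose response concentrations, cut at about 23% in these data, passing the limit was not always enough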;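 further: plate controls were DMSO full reaction for no effect and no enzyme background for full effect; strong numbers were not always called active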
MT stabilize HCS – microtubule stabilizers in HeLa cells; HeLa tubulin immunostaining HCS, 24 h; share of cells brighter than vehicle mean+2SD; % tubulin-high responders, % at 10 µM; 200,000 tested, 0.83% active;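 active means plate Z-score above 3 for both tubulin-high and condensed-nucleus cell shares, with cell loss under 80%, at 10 µM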;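 further: anti alpha tubulin signal scored within the nucleus-defined area of each cell; some results filed as inactive read as strong as hits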
Autophagy mod – modulators of autophagy; MEF GFP-LC3 puncta imaging; test concentration mostly 10 µM; calls only at 10 µM (by protocol); 190,000 tested, 0.98% active; AID 463193;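 active means percentage of spot-positive cells more than 3 SD above its plate mean, without a fluorescence outlier flag or 80% toxicity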;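 further: spot-positive cell cutoff set from DMSO-treated cells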
M17LAP inhibition – P. falciparum M17LAP inhibitors, primary screen, biochemical, fluorogenic H-Leu-NHMec substrate, 1536-well (AID 1619); 220,000 tested, 0.38% active; recombinant M17LAP, H-Leu-NHMec fluorogenic kinetic assay; higher % means a stronger effect; inhibition, % at 30 µM, or IC50 in µM where a hit was titrated;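 active means compound inhibiting the enzyme by more than half at any dose during confirmatory dose-response retesting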;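 further: plate controls were full reaction with DMSO carrier for no effect and no enzyme background for full effect; strong numbers were not always called active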
UTI89 phage lysis – inhibition of K1F phage lysis, E. coli UTI89, bacterial capsule biogenesis inhibitors, alamar blue (AID 488966); inhibition, % at 100 µM, or IC50 in µM where a hit was titrated; 340,000 tested, 0.02% active; E. coli UTI89 K1F phage lysis, alamar blue, 2 h; higher % means a stronger effect;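 active means phage lysis inhibition, versus mean bacterial control, above a set limit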;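 further: capsule biogenesis inhibitors block K1F phage lysis so surviving cells raise fluorescence; higher fluorescence means more inhibition of phage lysis; actives were called in the ten point dose series up to 300 µM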
b-catenin transl – beta-catenin nuclear translocation modulation | nuclear translocation activity, % at 5 µM | 190,000 tested, 0.3% active | HeLa beta-catenin nuclear translocation, immunofluorescence imaging;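 active means nuclear translocation activity above 50% at 5 µM, with a well cell count of 50 or more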;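 further: per-cell ratio of nuclear to cytoplasmic median beta-catenin stain intensity; plate controls were DMSO negative control for no effect and GSK-3 inhibitor IX positive control for full effect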
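assay system = human HeLa cells, endogenous beta-catenin | times = compound treatment 24 h, 37°C, 5% CO2 | detection = Anti-beta-catenin immunofluorescence on PFA-fixed, Triton-permeabilized cells, DAPI nuclei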
Dynein transport – blocks dynein driven cargo transport along microtubules; AID 1381; 3617.4 mouse cells, GR-EGFP nuclear translocation imaging; test concentration mostly 20 µM; stimulated with dexamethasone, 1 µM; active compounds read low; z-score, hits read low; 220,000 tested, 0.47% active;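 active means plate z-score of nuclear minus cytoplasmic receptor signal below a set negative limit, without overly bright fluorescence or cell loss, cut at about -3.5 in these data, passing the limit was not always enough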;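 further: z-score of nuclear minus cytoplasmic ring GR-EGFP intensity difference per well; some compounds called inactive have numbers as strong as hits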
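Also added – dexamethasone, 1.0 µM final · Buffer or medium – tet-free, stripped-serum medium · Schedule – induction 48 h, compound 1 h, agonist 30 min · Detection – formaldehyde fixation, Hoechst nuclear stain, 10x automated fluorescence imaging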
Insulin prom up – MIN6 insulin promoter up-regulation; MIN6 insulin promoter-GFP reporter, high-content imaging; active compounds read high; z-score at 5 µM; 190,000 tested, 0.3% active;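 active means z-score above 3 at 5 µM with at least 500 cells counted in the well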
CSM14.1 death rescue – rescue of cells from ER stress-induced death, primary screen, 384-well, CSM14.1, thapsigargin, ATP luminescence (AID 1222). CSM14.1 thapsigargin-induced death rescue, ATP luminescence; higher % means a stronger effect. cellular ATP content (survival), % at 20 µM; hits with a dose series show EC50 in µM. 190,000 tested, under 10 active;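 active means EC50 below 50 µM in the dose-response confirmation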;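 further: death triggered by thapsigargin at about 15 µM added after 2 h compound pretreatment; cell ATP read after overnight thapsigargin exposure of roughly 18 to 22 hours; normalized against plate controls of thapsigargin alone and 5% DMSO vehicle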
Dynein transport cytoplasmic EGFP – recorded beside Dynein transport, whose call it bears; z-score; measured here: cytoplasmic GR-EGFP intensity; active compounds read high
Dynein transport nuclear GR-EGFP – further read-out of Dynein transport, marked with its call; z-score; measured here: nuclear GR-EGFP intensity;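 lower value marks the stronger effect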
Dynein transport cell count – second read-out of Dynein transport, no call of its own (marks repeat the call); z-score; measured here: cell count per field
Insulin prom up cell count – second read-out of Insulin prom up, no call of its own (marks repeat the call); cell count; measured here: cytotoxicity, nuclei count;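 total cells summed across four imaged fields per well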
b-catenin transl cell count 5 µM – further read-out of b-catenin transl, marked with its call; cell count; measured here: cell count, cytotoxicity flag
MT stabilize HCS Hoechst-high % – second read-out of MT stabilize HCS, no call of its own (marks repeat the call); % Hoechst-high responders; measured here: nuclear condensation Hoechst responders;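 share of cells brighter than vehicle mean plus two SD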
MT stabilize HCS cytotoxicity % – further read-out of MT stabilize HCS, marked with its call; toxicity, %; measured here: cytotoxicity by cell density;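 0% = mean cell density of plate MIN control wells and 100% = no cells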
Autophagy mod cell loss 18 h – further read-out of Autophagy mod, marked with its call; toxicity, %; measured here: cell loss, nuclei count;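 cell loss after 18 h compound exposure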
Active calls of the source: *; i = inactive; / = not tested or not shown; [ ] = dose if it differs, or a comment. Rows are unselected; overall some 2.9% were active at least once.

no.	structure	P. falciparum M1AAP	MT stabilize HCS	MT stabilize HCS Hoechst-high %	MT stabilize HCS cytotoxicity %	Autophagy mod	Autophagy mod cell loss 18 h	M17LAP inhibition	UTI89 phage lysis	b-catenin transl
1	Cc1ccc(C)c(SCC(=O)Nc2nnc(-c3ccccc3)o2)c1	-3%	4.4	3.2	2.9	i	2	-1%	1.4%	/
2	Nc1nnc(SCC(=O)N2CCc3ccccc3C2)s1	7%	2.9	1.0	1.9	i	24	0%	0.0%	0.6
3	CCCCOc1ccc(C(=O)Nc2ccc(N3CCN(C(=O)C(C)C)CC3)cc2)cc1	5%	4.0	2.1	9.2	i	11	-2%	1.8%	/
4	COc1ccccc1NC(=O)Cc1noc(CSc2n[nH]c(N)n2)n1	3%	4.2	2.0	24	i	13	-2%	-0.3%	-1.9
5	Cc1cccc(S(=O)(=O)Nc2nc3ccccc3nc2Nc2ccc3c(c2)OCO3)c1	21%	3.7	2.4	5.0	i	-17	19%	-0.3%[50 µM]	0.3
6	Cc1cc(C(=O)Cn2nnc3ccccc3c2=O)c(C)n1-c1ccccc1F	-3%	1.2	1.4	11	i	13	0%	-0.2%	-2.1
7	CCN(CC)S(=O)(=O)N1CCC(C(=O)NCc2ccc3c(c2)OCO3)CC1	1%	3.5	2.6	5.6	i	2	-3%	0.1%	-3.5
8	Cc1cc(C(=O)Nc2ccccc2N2CCOCC2)ccc1[N+](=O)[O-]	3%	5.4	1.8	5.2	i	-40	8%	0.0%	-0.9
9	O=C(C1CCN(CCCc2ccccc2)CC1)N(CCc1ccccc1)Cc1ccccc1	0%	1.8	2.6	9.3	i	2	-3%	4.8%	-3.9
10	O=C(Nc1ccccc1)NN1CC(=O)N(c2ccc(Cl)cc2)CC1=O	0%	/	/	/	/	/	4%	0.1%	-1.2
11	COCCOC(=O)C1=C(C)NC2(O)c3ccccc3C(=O)C12O (stereo unspecified)	-1%	4.7	2.3	5.5	i	-4	2%	0.3%	5.4
12	CC1(C)Cc2cccc(Oc3ccc(S(=O)(=O)N4CCCCC4)cn3)c2O1	3%	3.6	2.7	7.7	i	5	6%	0.3%	-5.4
13	O=C1OCCC1Sc1nnc(-c2cccc(Br)c2)o1 (stereo unspecified)	4%	1.5	1.8	5.8	i	-5	1%	8.6%	1.6
14	Cc1ccc(C(=O)/C=C/c2c(C)nn(-c3ccccc3)c2Cl)cc1	-1%	3.1	1.5	9.0	i	-6	12%	4.1%	-7.7
15	CC(C)COP(=O)(c1ccc(N(C)C)cc1)C(Nc1ccccc1)c1cccnc1 (stereo unspecified)	-1%	4.8	3.4	6.8	i	3	5%	-5.9%	0.9

no.	b-catenin transl cell count 5 µM	Dynein transport	Dynein transport cytoplasmic EGFP	Dynein transport nuclear GR-EGFP	Dynein transport cell count	Insulin prom up	Insulin prom up cell count	CSM14.1 death rescue
1	/	-0.46	-0.24	-0.43	-0.079	0.26	1233	/
2	1108	1.1	-0.31	0.43	0.025	-0.84	1293	/
3	/	0.64	-0.06	0.53	-1.7	-0.34	1202	-1.4%
4	1067	0.37	0.95	0.55	-0.21	-0.8	1148	0.3%
5	554	-0.31	-0.35	-0.4	0.81	0.01	1213	-3.2%
6	1228	0.12	-0.48	-0.045	0.46	-0.24	790	-5.1%
7	570	-0.25	-0.25	0.86	-0.062	-0.23	1287	7.4%
8	1226	0.27	-0.23	0.13	0.0077	-0.13	1542	3.6%
9	550	0.62	-0.23	-0.14	-0.23	-1.4	860	-2.6%
10	1294	-0.24	-0.23	0.31	0.12	-0.03	1029	/
11	421	0.35	-0.31	1	-1.2	/	/	-3.3%
12	1160	-0.21	-0.27	-0.37	-0.079	-0.6	1627	-1.0%
13	1151	-0.37	-0.36	-0.12	0.72	-1.2	828	-3.8%
14	1066	-1.4	0.1	-0.42	0.68	0.38	705	-3.8%
15	1070	-1	-0.21	-0.23	0.95	-0.09	1427	3.5%

New compounds follow:
no.	structure	P. falciparum M1AAP	MT stabilize HCS	MT stabilize HCS Hoechst-high %	MT stabilize HCS cytotoxicity %	Autophagy mod	Autophagy mod cell loss 18 h	M17LAP inhibition	UTI89 phage lysis	b-catenin transl
16	COC(=O)C(NC(C)=O)(Nc1nc2c(s1)CCCC2)C(F)(F)F (stereo unspecified)	12%	4.2	1.8	6.7	i	7	7%	9.6%	-3.2
17	O=C(NCCc1ccccc1)c1ccc(CS(=O)(=O)Cc2ccccc2F)o1	0%	2.1	0.6	2.0	i	16	-4%	0.2%	/
18	CCCNC(=O)c1ccc2c(=O)c(O)c(-c3ccc(OC)cc3)[nH]c2c1	-3%	/	/	/	/	/	8%	-2.5%	-0.8
19	COc1ccc2c(CN(C)c3ccccc3)cc(=O)oc2c1	9%	2.0	2.2	7.2	i	2	-19%	0.1%	-1.5
20	Cc1onc(-c2ccccc2)c1C(=O)Nc1ccon1	2%	1.2	0.9	2.6	i	-4	-2%	-0.2%	/
21	COc1ccc(CC(=O)NCc2n[nH]c(=S)n2-c2ccccc2)cc1	5%	2.8	1.6	4.9	i	5	6%	-0.2%	-0.5
22	CCC(C)(C)NC(=O)C(c1ccc(F)cc1)N(Cc1cccc(OC)c1)C(=O)c1cnccn1 (stereo unspecified)	/	3.2	1.3	13	i	14	/	-2.1%	-0.9
23	CCCCc1ccc(NC(=O)C(C)CC)cc1 (stereo unspecified)	2%	3.0	2.4	5.2	i	8	5%	-0.2%	1.0
24	COCCCNC(=O)CSc1nc2c(sc3ccccc32)c(=O)n1CCCC(=O)NCC1CCCO1 (stereo unspecified)	4%	2.4	2.0	7.4	i	9	12%	-0.3%	0.0
25	C/[N+]([O-])=C\c1ccc([N+](=O)[O-])o1	4%	1.7	1.5	3.2	i	13	32%	-0.3%	-1.9
26	COc1cc(N=Nc2c(O)c3ccccc3[nH]c2=O)c(OC)cc1N=Nc1ccccc1	-1%	/	/	/	/	/	5%	0.2%	-1.3
27	COc1ccc(-n2c(=S)[nH]c3c(sc(=S)n3-c3ccccc3)c2=O)c(OC)c1	7%	2.7	2.6	9.1	i	-47	0%	-0.2%	-0.2
28	O=C(c1ccc(F)cc1)C1CCN(C(=O)N2CCOCC2)CC1	1%	5.8	3.9	1.6	i	11	-5%	0.1%	-0.5
29	COc1ccc(CNC(=O)c2c(N)n(CCCN3CCOCC3)c3nc4ccccc4nc23)cc1	9%	1.5	0.5	4.6	i	-13	-36%	-0.9%	/
30	CSc1nc(C)cc(SCC(=O)N/N=C/c2ccccc2)n1	6%	4.2	2.1	0.6	i	-13	-6%	5.0%	-5.4

no.	b-catenin transl cell count 5 µM	Dynein transport	Dynein transport cytoplasmic EGFP	Dynein transport nuclear GR-EGFP	Dynein transport cell count	Insulin prom up	Insulin prom up cell count	CSM14.1 death rescue
16	1164	-0.72	-0.15	-0.083	0.26	-0.5	991	-1.3%
17	/	1.6	0.48	1.4	-0.71	0.43	999	-0.8%
18	1185	-0.6	-0.79	-0.13	0.12	-0.63	1014	/
19	1071	0.11	-0.17	0.21	-0.48	0.84	763	-1.2%
20	/	0.17	-0.34	-0.012	0.39	0.73	933	-0.2%
21	1074	0.54	-0.28	0.5	-0.99	0.4	1276	-1.9%
22	1045	1.2	-0.19	1.3	-1	-0.22	1645	3.2%
23	1470	-0.26	-0.32	-0.15	0.43	-0.62	1618	-0.6%
24	1134	0.59	-0.26	0.55	-0.1	-0.49	1109	7.8%
25	1043	-0.52	-0.22	-0.39	-0.21	-1.1	884	-0.3%
26	1096	-0.73	-0.23	-0.38	0.3	-0.5	1433	/
27	1064	-0.21	0.019	0.032	0.17	/	/	-0.5%
28	1123	0.25	-0.13	0.55	0.34	0.21	1329	-0.8%
29	/	-0.15	-0.083	0.28	0.22	/	/	3.3%
30	562	-0.17	-0.3	-0.33	0.3	0.69	1255	-7.5%

Part of the list above in order of length of the SMILES, descending:
no.	structure	P. falciparum M1AAP	MT stabilize HCS	MT stabilize HCS Hoechst-high %	MT stabilize HCS cytotoxicity %	Autophagy mod	Autophagy mod cell loss 18 h	M17LAP inhibition	UTI89 phage lysis	b-catenin transl
27	COc1ccc(-n2c(=S)[nH]c3c(sc(=S)n3-c3ccccc3)c2=O)c(OC)c1	7%	2.7	2.6	9.1	i	-47	0%	-0.2%	-0.2
26	COc1cc(N=Nc2c(O)c3ccccc3[nH]c2=O)c(OC)cc1N=Nc1ccccc1	-1%	/	/	/	/	/	5%	0.2%	-1.3
25	C/[N+]([O-])=C\c1ccc([N+](=O)[O-])o1	4%	1.7	1.5	3.2	i	13	32%	-0.3%	-1.9

no.	b-catenin transl cell count 5 µM	Dynein transport	Dynein transport cytoplasmic EGFP	Dynein transport nuclear GR-EGFP	Dynein transport cell count	Insulin prom up	Insulin prom up cell count	CSM14.1 death rescue
27	1064	-0.21	0.019	0.032	0.17	/	/	-0.5%
26	1096	-0.73	-0.23	-0.38	0.3	-0.5	1433	/
25	1043	-0.52	-0.22	-0.39	-0.21	-1.1	884	-0.3%
